Screening results (PubChem)
NCOA3 inh – SRC3 coactivator transcriptional activity inhibitors, primary screen, cell-based, luminescence. AID 588352, 2011. HEK293 GAL4-SRC3 luciferase reporter. inhibition, % at 3.6 µM. 360,000 compounds, 0.17% hits;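 active = inhibition above a per-campaign cutoff, the mean of all compounds plus 3 SD, cut at about 60% in these data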;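 note: 0% = DMSO-treated cells and 100% = gossypol-treated cells at 36 µM; higher means less SRC3-driven luciferase light from the GAL4 reporter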
Target sequence (Q9Y6Q9 whole entry, looked up, the tested form may be a part): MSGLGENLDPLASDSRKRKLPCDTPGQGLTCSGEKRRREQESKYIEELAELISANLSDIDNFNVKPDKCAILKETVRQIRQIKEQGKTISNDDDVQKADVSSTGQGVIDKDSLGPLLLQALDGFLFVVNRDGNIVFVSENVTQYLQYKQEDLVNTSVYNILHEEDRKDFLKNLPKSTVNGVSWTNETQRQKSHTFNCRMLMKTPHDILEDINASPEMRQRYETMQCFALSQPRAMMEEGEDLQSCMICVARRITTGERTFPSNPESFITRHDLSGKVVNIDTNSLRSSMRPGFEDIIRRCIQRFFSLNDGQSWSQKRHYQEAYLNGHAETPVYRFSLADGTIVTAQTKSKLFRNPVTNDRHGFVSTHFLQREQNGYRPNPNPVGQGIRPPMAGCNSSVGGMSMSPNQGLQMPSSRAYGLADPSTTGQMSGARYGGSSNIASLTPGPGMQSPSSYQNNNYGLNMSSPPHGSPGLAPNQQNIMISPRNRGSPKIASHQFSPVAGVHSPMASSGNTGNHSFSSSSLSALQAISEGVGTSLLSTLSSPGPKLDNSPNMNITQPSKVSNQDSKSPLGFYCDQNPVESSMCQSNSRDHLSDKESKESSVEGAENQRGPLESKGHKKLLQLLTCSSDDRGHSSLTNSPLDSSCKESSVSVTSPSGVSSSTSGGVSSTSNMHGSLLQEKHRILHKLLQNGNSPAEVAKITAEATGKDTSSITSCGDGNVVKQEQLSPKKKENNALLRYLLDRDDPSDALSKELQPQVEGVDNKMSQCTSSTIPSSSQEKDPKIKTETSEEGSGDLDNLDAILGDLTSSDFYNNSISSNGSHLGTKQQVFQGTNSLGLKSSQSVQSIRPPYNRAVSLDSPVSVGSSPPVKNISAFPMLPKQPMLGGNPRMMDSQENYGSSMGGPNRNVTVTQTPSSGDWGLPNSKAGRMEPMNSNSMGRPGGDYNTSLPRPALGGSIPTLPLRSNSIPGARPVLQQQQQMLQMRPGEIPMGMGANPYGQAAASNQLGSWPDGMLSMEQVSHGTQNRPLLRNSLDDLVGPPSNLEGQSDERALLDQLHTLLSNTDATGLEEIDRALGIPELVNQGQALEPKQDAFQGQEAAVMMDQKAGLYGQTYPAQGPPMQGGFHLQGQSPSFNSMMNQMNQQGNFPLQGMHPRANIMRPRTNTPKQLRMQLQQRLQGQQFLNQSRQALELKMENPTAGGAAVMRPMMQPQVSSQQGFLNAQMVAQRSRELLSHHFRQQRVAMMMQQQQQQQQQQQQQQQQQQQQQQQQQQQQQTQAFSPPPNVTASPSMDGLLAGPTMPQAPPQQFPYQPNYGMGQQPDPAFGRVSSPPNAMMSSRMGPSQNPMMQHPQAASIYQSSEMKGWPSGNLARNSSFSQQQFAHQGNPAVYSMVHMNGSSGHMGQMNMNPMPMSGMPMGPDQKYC
CF NFkB block – inhibitors of PAF-induced NF-kB signaling, primary screen, cell-based, GFP fluorescence, uHTS | KKLEB NF-kB-GFP reporter, GFP fluorescence overnight | inhibition, % at 5 µM | 360,000 compounds, 0.86% hits;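 active = at least 50% inhibition at 5 µM, scaled per plate between neutral and stimulator controls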;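 note: PAF is a Pseudomonas aeruginosa culture filtrate used as stimulus; plate controls were PAF-stimulated DMSO wells for no effect and unstimulated DMSO wells for full effect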
SRC2 inh – inhibition of GAL4-SRC2 driven luciferase reporter, primary screen, SRC2 inhibitor project, cell-based, luminescence. inhibition, % at 9 µM. 370,000 compounds, 0.17% hits. HEK293 GAL4-SRC2 luciferase reporter;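 active = inhibition above the mean inhibition of all tested compounds plus 3 SD, set per campaign, cut at about 52% in these data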;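 note: 0% = DMSO treated cells and 100% = cells given Gossypol at 36 µM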
NCOA1 inh – SRC1 coactivator transcriptional activity inhibitors, primary screen, cell-based, luminescence | inhibition, % at 3.6 µM | HEK293 GAL4-SRC1 luciferase reporter | AID 588354, 2011 | 360,000 compounds, 0.12% hits;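 active = inhibition above the campaign mean plus 3 SD, with each screening campaign given its own cutoff, cut at about 60% in these data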;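 note: 0% = DMSO treated cells and 100% = gossypol at 36 µM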
TRAIL sens C8 – viability loss with TRAIL in NB7+C8 cells, primary screen, TRAIL sensitizer project, cell-based, ATPlite luminescence; inhibition (viability loss, TRAIL sensitization), % at 10 µM; 360,000 compounds, 1% hits; AID 624354, 2012;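 active = compounds causing at least 50% loss of cell viability in the single-dose screen, relative to plate controls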
NR2F2 inh – NR2F2 transcriptional activity inhibitors, primary screen, cell-based, luciferase reporter, HEK293T, luminescence; COUP transcription factor 2 (Homo sapiens), P24468; 370,000 compounds, 0.7% hits; inhibition, % at 8.6 µM; HEK293T NGFI-A luciferase reporter;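 active = inhibition above a per-plate cutoff, mean inhibition of test wells between control levels plus 3 SD, cut at about 38% in these data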;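 note: cells cotransfected with COUP-TFII expression vector driving the NGFI-A reporter; 0% = median of COUP-TF2 test wells and 100% = reporter-only cells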
LMP1 NFkB inh – EBV LMP1-driven NF-kappaB luciferase reporter inhibitors, primary screen, cell-based, luminescence, single point; inhibition, % at 12.5 µM; AID 504558, 2011; LMP1-induced NF-kappaB luciferase reporter cells; 350,000 compounds, 0.69% hits; in the data active = inhibition above about 41%;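 note: 0% = neutral control wells and 100% = reference inhibitor control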
TROY signal inh – inhibitors of TROY-driven NF-kB signaling, primary screen, Q293 LMP1-TROYcd cells, NF-kB luciferase, uHTS. Q293 LMP1-TROYcd NF-kB luciferase reporter, 4 h. inhibition, % at 10 µM. 360,000 compounds, 0.98% hits;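 active = compounds whose plate-normalised and pattern-corrected inhibition of the luciferase reporter signal at the single screening dose is 50% or more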
KKLEB cytotox – cytotoxicity in KKLEB CF airway cells, primary screen, cytotoxicity control for CF NF-kB inhibitor project, cell-based, uHTS, fluorescence assay plates. activity change (cytotoxicity), % at 5 µM. AID 602141, 2011. 360,000 compounds, 0.36% hits. KKLEB CF airway cells viability, ATPlite luminescence, overnight; stronger effect = lower value; cells stimulated with P. aeruginosa culture filtrate;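 active = corrected activity change at or below -50% at 5 µM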
NR5A2 inv ag – LRH-1 (NR5A2) inverse agonists, primary screen, cell-based, luminescence, HEK293T, StAR-luciferase reporter; 360,000 compounds, 0.13% hits; LRH-1 transfected, 24 h; inhibition, % at 3.6 µM; Nuclear receptor subfamily 5 group A member 2 (Homo sapiens), O00482; AID 602396, 2012;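 active = inhibition above the mean inhibition of all tested compounds plus 3 SD, cut at about 73% in these data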;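 note: 0% = DMSO wells and 100% = reporter-only cells lacking LRH-1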
TWEAK Fn14 block – inhibitors of TWEAK-Fn14 signaling, primary screen, luciferase reporter cells, uHTS; AID 1159606, 2016; TWEAK-stimulated Fn14 reporter cells, luciferase luminescence, 8 h; inhibition, % at 10 µM; 360,000 compounds, 2% hits; in the data active = inhibition above about 50%
* hit, by the source's call.

`O=C(C1CCCN(Cc2ccc(Br)cc2)C1)N1CCCCC1` (stereo not drawn) gave NCOA3 inh 10, CF NFkB block -2, SRC2 inh 14, NCOA1 inh 10, TRAIL sens C8 7, NR2F2 inh 28, LMP1 NFkB inh 12, TROY signal inh -8, KKLEB cytotox -1, NR5A2 inv ag 16 and TWEAK Fn14 block -7.
CCOC(=O)c1cnc2ccc(OCC)cc2c1NCc1ccccc1OC was read as NCOA3 inh 7, CF NFkB block 4, SRC2 inh 1, NCOA1 inh -11, TRAIL sens C8 45, NR2F2 inh 10, LMP1 NFkB inh 34, TROY signal inh 54*, KKLEB cytotox -10, NR5A2 inv ag 24 and TWEAK Fn14 block 72*.
`CCCCn1c(N)c(N(Cc2ccccc2OC)C(=O)c2cc(=O)[nH]c3ccccc23)c(=O)[nH]c1=O` gave NCOA3 inh 8, CF NFkB block -16, SRC2 inh 8, NCOA1 inh -10, TRAIL sens C8 2, NR2F2 inh 1, LMP1 NFkB inh 2, TROY signal inh -23, KKLEB cytotox 10, NR5A2 inv ag -9 and TWEAK Fn14 block 2.
For Cn1c(=O)[nH]c(=O)c2c1nc(N1CCN(Cc3ccccc3)CC1)n2CCSc1ncccn1 the results were NCOA3 inh -10, CF NFkB block -17, SRC2 inh -20, NCOA1 inh -5, TRAIL sens C8 12, NR2F2 inh 15, LMP1 NFkB inh 2, TROY signal inh 2, KKLEB cytotox 4, NR5A2 inv ag 18 and TWEAK Fn14 block -22.
For C=CCN(C(=O)Cn1nc(C)n2c(cc3cc(C)ccc32)c1=O)c1ccccc1 the results were NCOA3 inh 22, CF NFkB block -15, SRC2 inh -8, NCOA1 inh 1, TRAIL sens C8 4, NR2F2 inh 6, LMP1 NFkB inh -3, TROY signal inh -16, KKLEB cytotox -3, NR5A2 inv ag 21 and TWEAK Fn14 block -5.
For Cc1ccc(S(=O)(=O)Cc2ccccc2Cl)cc1 the results were NCOA3 inh 12, CF NFkB block 44, SRC2 inh -27, NCOA1 inh -13, TRAIL sens C8 3, NR2F2 inh 4, LMP1 NFkB inh -11, TROY signal inh 4, KKLEB cytotox -34, NR5A2 inv ag -22 and TWEAK Fn14 block 11.
Screening O=C(COc1ncnc2ccccc12)NC1CCS(=O)(=O)C1 (stereo not drawn) returned NCOA3 inh 27, CF NFkB block 17, SRC2 inh 4, NCOA1 inh 7, TRAIL sens C8 2, NR2F2 inh -10, LMP1 NFkB inh -28, TROY signal inh 0, KKLEB cytotox 1, NR5A2 inv ag 9 and TWEAK Fn14 block -4.
`O=C(COC(=O)c1ccccc1)c1ccc2c(c1)OCCO2` gave NCOA3 inh 5, CF NFkB block 0, SRC2 inh -45, NCOA1 inh -23, TRAIL sens C8 18, NR2F2 inh -5, LMP1 NFkB inh 8, TROY signal inh 81*, KKLEB cytotox -6, NR5A2 inv ag 1 and TWEAK Fn14 block 78*.
For CCOC(=O)C1(Cc2ccc(OC)cc2)CCN(C(=O)CCn2cccn2)CC1 the results were NCOA3 inh -4, CF NFkB block -3, SRC2 inh -25, NCOA1 inh 1, TRAIL sens C8 2, NR2F2 inh 3, LMP1 NFkB inh -11, TROY signal inh -26, KKLEB cytotox -17, NR5A2 inv ag -7 and TWEAK Fn14 block -9.
CCN(CC)S(=O)(=O)c1ccc(OC)c(NC(=O)c2ccc([N+](=O)[O-])cc2)c1 was read as NCOA3 inh 13, CF NFkB block 2, SRC2 inh 0, NCOA1 inh 2, TRAIL sens C8 -6, NR2F2 inh -1, LMP1 NFkB inh -26, TROY signal inh -1, KKLEB cytotox -5, NR5A2 inv ag 26 and TWEAK Fn14 block -12.
`O=C(NCc1ccc(F)cc1)C1CCC(=O)N1C1CCCCC1` (stereo not drawn) gave NCOA3 inh 19, CF NFkB block -4, SRC2 inh -12, NCOA1 inh -1, TRAIL sens C8 6, NR2F2 inh 9, LMP1 NFkB inh 6, TROY signal inh -3, KKLEB cytotox -26, NR5A2 inv ag 4 and TWEAK Fn14 block 10.
For COc1ccc(-c2nn(-c3ccccc3)cc2/C=N/Nc2cccc(C(=O)O)c2)cc1 the results were NCOA3 inh -10, CF NFkB block -16, SRC2 inh -61, NCOA1 inh -24, TRAIL sens C8 5, NR2F2 inh -27, LMP1 NFkB inh -13, TROY signal inh -50, KKLEB cytotox 4, NR5A2 inv ag -57 and TWEAK Fn14 block 19.

Overlap with the part before: 2 entries; new compounds follow.
`O=C(NCc1ccc(F)cc1)C1CCC(=O)N1C1CCCCC1` (stereo not drawn) gave NCOA3 inh 19, CF NFkB block -4, SRC2 inh -12, NCOA1 inh -1, TRAIL sens C8 6, NR2F2 inh 9, LMP1 NFkB inh 6, TROY signal inh -3, KKLEB cytotox -26, NR5A2 inv ag 4 and TWEAK Fn14 block 10.
For COc1ccc(-c2nn(-c3ccccc3)cc2/C=N/Nc2cccc(C(=O)O)c2)cc1 the results were NCOA3 inh -10, CF NFkB block -16, SRC2 inh -61, NCOA1 inh -24, TRAIL sens C8 5, NR2F2 inh -27, LMP1 NFkB inh -13, TROY signal inh -50, KKLEB cytotox 4, NR5A2 inv ag -57 and TWEAK Fn14 block 19.
O=C(COC(=O)c1ccc(Cl)cc1[N+](=O)[O-])NNC(=O)c1cccs1 was read as NCOA3 inh -16, CF NFkB block -22, SRC2 inh -17, NCOA1 inh -1, TRAIL sens C8 -3, NR2F2 inh 2, LMP1 NFkB inh 0, TROY signal inh 2, KKLEB cytotox 2, NR5A2 inv ag -3 and TWEAK Fn14 block 0.
For COc1ccccc1OCCSc1nc2ccc([N+](=O)[O-])cc2s1 the results were NCOA3 inh -33, CF NFkB block 14, SRC2 inh -10, NCOA1 inh -9, TRAIL sens C8 -1, NR2F2 inh 4, LMP1 NFkB inh 9, TROY signal inh 11, KKLEB cytotox -4, NR5A2 inv ag 7 and TWEAK Fn14 block -25.
Screening COc1ccc(-c2ccc(/C=N/NC(=O)Cc3nnc(N)s3)o2)cc1Cl returned NCOA3 inh 6, CF NFkB block -13, SRC2 inh -12, NCOA1 inh 5, TRAIL sens C8 0, NR2F2 inh 11, TROY signal inh -4, KKLEB cytotox -3, NR5A2 inv ag -4 and TWEAK Fn14 block -14.
Screening O=C(C1CC(=O)N(c2ccccc2)C1)N1CCN(c2ccc(F)cc2)CC1 (stereo not drawn) returned NCOA3 inh 0, CF NFkB block -26, SRC2 inh 13, NCOA1 inh -10, TRAIL sens C8 20, NR2F2 inh -16, LMP1 NFkB inh 6, TROY signal inh 13, KKLEB cytotox 11, NR5A2 inv ag 2 and TWEAK Fn14 block 5.
`O=C(O)c1ccccc1-c1ccccc1C(=O)Nc1cccc2ccccc12` gave NCOA3 inh 18, CF NFkB block 8, SRC2 inh 6, NCOA1 inh -16, TRAIL sens C8 -8, NR2F2 inh -12, LMP1 NFkB inh 10, TROY signal inh 2, KKLEB cytotox -16, NR5A2 inv ag -8 and TWEAK Fn14 block -5.
Screening O=C(CCc1nc(-c2cccs2)no1)Nc1cnc2ccccc2c1 returned NCOA3 inh -5, CF NFkB block -1, SRC2 inh -17, NCOA1 inh -7, TRAIL sens C8 -2, NR2F2 inh -2, LMP1 NFkB inh 2, TROY signal inh -1, KKLEB cytotox -3, NR5A2 inv ag 6 and TWEAK Fn14 block -16.
`COc1ccc(CNC(=O)CCn2c(=O)oc3ccccc32)cc1` gave NCOA3 inh 10, CF NFkB block -2, SRC2 inh -32, NCOA1 inh 12, TRAIL sens C8 -6, NR2F2 inh 1, LMP1 NFkB inh 0, TROY signal inh 10, KKLEB cytotox -2, NR5A2 inv ag -12 and TWEAK Fn14 block 14.
For COc1ccc(C(=O)N(C)Cc2ccc(OC)c(OC)c2OC)cc1S(=O)(=O)N1CCOCC1 the results were NCOA3 inh -13, CF NFkB block -6, SRC2 inh -2, NCOA1 inh -8, TRAIL sens C8 -10, NR2F2 inh -5, LMP1 NFkB inh 2, TROY signal inh -6, KKLEB cytotox 2, NR5A2 inv ag -12 and TWEAK Fn14 block 9.
`COC(=O)C1=C(CSc2nc3ccccc3s2)NC(=O)NC1c1ccc(F)cc1` (stereo not drawn) gave NCOA3 inh 5, CF NFkB block 1, SRC2 inh 2, NCOA1 inh 3, TRAIL sens C8 -1, NR2F2 inh 15, LMP1 NFkB inh -2, TROY signal inh 24, KKLEB cytotox -15, NR5A2 inv ag 31 and TWEAK Fn14 block 3.
Screening CC(Oc1ccccc1)C(=O)N1CCN(c2ccc(N3CCOCC3)nn2)CC1 (stereo not drawn) returned NCOA3 inh -6, CF NFkB block -5, SRC2 inh -5, NCOA1 inh -12, TRAIL sens C8 5, NR2F2 inh -11, LMP1 NFkB inh -4, TROY signal inh 0, KKLEB cytotox 25, NR5A2 inv ag -3 and TWEAK Fn14 block 0.
For O=C(NCC1CCCO1)c1ccc(Br)s1 (stereo not drawn) the results were NCOA3 inh 6, CF NFkB block -8, SRC2 inh -40, NCOA1 inh -1, TRAIL sens C8 -7, NR2F2 inh -27, LMP1 NFkB inh -2, TROY signal inh -1, KKLEB cytotox 8, NR5A2 inv ag 4 and TWEAK Fn14 block 2.
Screening CCN1C(C(=O)c2ccccc2)=C(Nc2ccccc2C)c2ccccc2S1(=O)=O returned NCOA3 inh 15, CF NFkB block 23, SRC2 inh -23, NCOA1 inh 6, TRAIL sens C8 1, NR2F2 inh 6, LMP1 NFkB inh -3, TROY signal inh -8, KKLEB cytotox -3, NR5A2 inv ag 9 and TWEAK Fn14 block 10.
`CC(C)c1cc(CN2CCOCC2)cc(C(C)C)c1O` gave NCOA3 inh 8, CF NFkB block 12, SRC2 inh 7, NCOA1 inh -3, TRAIL sens C8 -11, NR2F2 inh 12, LMP1 NFkB inh -18, TROY signal inh 0, KKLEB cytotox -5, NR5A2 inv ag -13 and TWEAK Fn14 block 25.
O=C(CCCN1C(=O)/C(=C/c2cccs2)SC1=S)Nc1ccccn1 was read as NCOA3 inh 10, CF NFkB block 2, SRC2 inh 39, NCOA1 inh 1, TRAIL sens C8 -8, NR2F2 inh 10, LMP1 NFkB inh 10, TROY signal inh -8, KKLEB cytotox 0, NR5A2 inv ag 14 and TWEAK Fn14 block -29.
Cc1ccccc1NS(=O)(=O)c1ccc2c(c1)n(C)c(=O)n2C was read as NCOA3 inh 9, CF NFkB block -11, SRC2 inh -29, NCOA1 inh -48, TRAIL sens C8 -3, NR2F2 inh 4, LMP1 NFkB inh -2, TROY signal inh 8, KKLEB cytotox 6, NR5A2 inv ag 0 and TWEAK Fn14 block 16.
Cc1cccc(NC(=O)CSc2nc3ccccc3o2)c1 was read as NCOA3 inh -63, CF NFkB block -24, SRC2 inh -58, NCOA1 inh -83, TRAIL sens C8 -6, NR2F2 inh -45, LMP1 NFkB inh -43, TROY signal inh -49, KKLEB cytotox 8, NR5A2 inv ag -47 and TWEAK Fn14 block 12.
